Pf growth 96h: P. falciparum growth inhibition at 96 hours; P. falciparum luciferase reporter growth, 96 h; Potency, µM (top dose mostly 28.7 µM), inactives show top-dose activity change, negative = inhibition, actives largely listed as inhibitors; actives 6.9% (n = 320,000); note: potency is the fitted concentration of half-maximal effect; % is set by controls: 0 for no effect and ±100 for the full control effect
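P. falciparum expressing integrated firefly luciferase grown in erythrocytes (2% hematocrit, 0.05% parasitemia final) with compounds for 96 hours at 37 C, 5% CO2. Growth inhibition read as loss of luminescence after adding luciferase detection reagent.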
Tb PYK inh: blocks Trypanosoma brucei pyruvate kinase; Q57TT1; TbPYK enzyme, Kinase-Glo Plus ATP luminescence, 45 min; Potency, µM (titrated, usually from 76.8 µM), inactives show at the highest dose activity, negative = inhibition, most hits filed as inhibitors; actives 0.12% (n = 410,000); AID 624173; note: potency is the fitted concentration of half-maximal effect; % is set by controls: 0 for no effect and ±100 for the full control effect; nearly all actives have a fitted effect of over 50% in size
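Screened from lowest to highest concentration, compounds were pinned into TbPYK/substrate mixtures, and ADP (130 uM final) was added. Plates sat at room temperature for 45 min prior to Kinase-Glo Plus detection by luminescence.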
HCV inhibitor: inhibitors of hepatitis C virus infection. Huh7.5.1 HCVcc-Cre infection, luciferase reporter, 44 h. Potency, µM (highest dose often 41.8 µM), without a hit: top-dose activity change, negative = inhibition, most hits filed as inhibitors. actives 3.4% (n = 340,000). AID 651820; note: potency is the fitted concentration of half-maximal effect; % is set by controls: 0 for no effect and ±100 for the full control effect
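Cells seeded at 1,000/well and cultured 4 h, then compounds added followed by HCVcc-Cre virus (~0.5 moi). After 44 h further culture, luciferase substrate was added, plates held 15 min at room temperature, and luminescence read for 15 sec.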
Shiga inhibitor: blocks Shiga toxin action in Vero cells; Vero cells, Shiga toxin protein synthesis inhibition reporter; actives 9.2% (n = 290,000); inhibition, % at 38.7 µM; in the data active = inhibition mostly above about 28%, no sharp cut-off; inactive = mostly below about 43%; note: 0% is about no effect
Pf growth 48h: P. falciparum growth inhibition at 48 hours (one generation) | actives 5.9% (n = 310,000) | P. falciparum luciferase growth in erythrocytes, 48 h | Potency, µM (series often up to 28.7 µM), for the others: at the highest dose activity change, negative = inhibition, hits mostly inhibitors; note: potency is the fitted concentration of half-maximal effect; % is set by controls: 0 for no effect and ±100 for the full control effect
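Read-out is firefly luciferase luminescence from an integrated reporter in P. falciparum, so falling signal marks reduced parasite growth. Infected erythrocytes were at 2% hematocrit and 0.1% parasitemia (final) in Albumax-supplemented RPMI 1640.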
CHX counter: counter-screen hit for Shiga toxin inhibitors, cycloheximide; cell reporter, cycloheximide protein synthesis inhibition counterscreen; max response, %; actives 12% (n = 300,000); in the data active = max response mostly above about 13%, no sharp cut-off; inactive = mostly below about 14%; note: read at 38.3 µM for the half of the compounds with a filed dose; 0% is about no effect
LmPK inh: LmPK (Leishmania mexicana) enzyme inhibition; actives 0.37% (n = 290,000); Potency, µM (titrated, usually from 57.5 µM), without a hit: at the top dose activity change, negative = inhibition, usual class: inhibitors; purified LmPK, Kinase-Glo ATP luminescence, 1 h; AID 1721; Q27686; note: potency is the fitted concentration of half-maximal effect; % is set by controls: 0 for no effect and ±100 for the full control effect
Target sequence (Q27686 whole entry, looked up): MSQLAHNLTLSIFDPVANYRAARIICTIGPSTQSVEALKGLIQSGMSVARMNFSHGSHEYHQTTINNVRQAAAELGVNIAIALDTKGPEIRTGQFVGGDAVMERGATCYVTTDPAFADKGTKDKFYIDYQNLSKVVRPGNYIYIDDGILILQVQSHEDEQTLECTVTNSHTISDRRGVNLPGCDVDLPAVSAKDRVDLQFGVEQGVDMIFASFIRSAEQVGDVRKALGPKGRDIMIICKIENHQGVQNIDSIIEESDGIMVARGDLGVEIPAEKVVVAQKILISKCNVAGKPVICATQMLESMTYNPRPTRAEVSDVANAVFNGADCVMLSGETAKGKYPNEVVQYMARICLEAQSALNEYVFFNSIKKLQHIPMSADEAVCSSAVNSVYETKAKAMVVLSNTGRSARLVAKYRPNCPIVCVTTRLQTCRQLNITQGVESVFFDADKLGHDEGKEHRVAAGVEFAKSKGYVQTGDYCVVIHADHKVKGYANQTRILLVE
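Purified LmPK (0.1 nM) with 0.5 mM PEP and 0.1 mM ADP in imidazole buffer pH 7.2 with MgCl2/KCl, 1 h at room temperature. ATP formed was read by luciferase luminescence and normalized to no-enzyme and uninhibited controls.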
* = called active by the depositor; ? = inconclusive; · = not tested or not shown; & = joins results of further samples; [ ] = remark or other dose. Unless noted, calls come from the whole dose curve; as a rule, active = well fitted curve in the direction sought with a large enough effect; inconclusive = small, poorly fitted or top-dose-only effect, or another doubt; inactive = no such curve, though single readings can be large; an effect the other way counts as inactive or inconclusive. Not a hit list (roughly 24% active in at least one column).

#	SMILES	Shiga inhibitor	Pf growth 48h	HCV inhibitor	LmPK inh	CHX counter	Pf growth 96h	Tb PYK inh
1	O=C(NNc1ccc([N+](=O)[O-])cc1)C1C2CCCCC21 (stereo unspecified)	-11	14%	32%[activator]	-1%	-4	57%[activator]	2%
2	CC1(C)Cc2ccccc2-c2nnc(-c3ccc4ccccc4n3)n21	7	0%	-17%	3%	2	?	-6%
3	C=CCNC(=S)NNC(=O)c1ccccc1OCC	-4	30%	23%	3%	1	23%	-1%
4	O=C(Nc1cccc(-c2nnc(-c3ccccc3)o2)c1)c1ccco1	11	0%	2%	6%	6	?	-4%
5	COc1ccc(OCCC(=O)OCC(=O)Nc2ccc(Br)cc2)cc1	-6	11%	10%	1%	-3	38%	-4%
6	CCCCN(C)C(=O)c1nc2ccccn2c1CNC1CCC1	-27	-6%	2%	2%	-2	?	-2%
7	COc1ccc(CNC(=O)[C@@H](NC(=O)C2CCN(C(=O)[C@@H](N)CC(C)C)CC2)C(C)C)cc1	-7	-13%	0%	-8%	-5	-7%	3%
8	CCN(C(=O)COC(=O)CNC(=O)c1ccccc1C)C1=CCCCC1	·	-22%	1%	·	·	-22%	-5%
9	COCCCNC(=O)C1CCN(S(=O)(=O)c2c(C)noc2/C=C\c2ccc(OC)cc2)CC1	-15	?	-5%&-23%	10%	-2	-10%	·
10	Cc1ccc2cc(C#N)c(NCCNC(=O)C3CC3)nc2c1C	-17	?	10µM*	2%	-6	7%	-1%
11	Cc1cc(Cl)ccc1NC(=O)CN1C(=O)CSc2ccc(S(=O)(=O)N3CCOCC3)cc21	-3	?	-6%	4%	9	?	7%
12	O=C(COC(=O)Cn1cc(C(F)(F)F)ccc1=O)Nc1ccccc1	·	15%	20%	·	·	17%	-4%
13	CCN1CCN(c2nc(-c3ccccc3Cl)nc3ccccc23)CC1	-12	-24%	5%	0%	9	?	1%
14	CCOc1ccc(NC(=S)NNC(=O)CC(C)O)cc1 (stereo unspecified)	-7	59%[activator]	-5%	1%	-2	?	0%
15	O=C1c2oc3ccccc3c(=O)c2C(c2cccnc2)N1CCCN1CCOCC1 (stereo unspecified)	-8	13%	7%	-4%	-2	17%	2%
16	CCN(CC)c1cc(Cl)c2nonc2c1N	-10	?	10%	-1%	-4	19%	4%
17	CCCn1c(=O)c2ccccc2n2c(Sc3nnnn3-c3ccccc3)nnc12	-2	·	-14%	5%	-4	?	12%
18	C=CCOc1ccc(C(=O)c2ccccc2)c(OCC(=O)NC2(C#N)CCCC2)c1	-3	?	?	13%	-2	?	0%
19	N#Cc1ccc(-c2ccc(F)cc2)nc1SCC(=O)Nc1sc2c(c1C#N)CCC2	6	?	-17%	2%	2	24%	1%
20	CCOc1ccc(NC(=O)NC(C)c2ccc3c(c2)OCO3)cc1 (stereo unspecified)	6	?	-26%	3%	2	17%	-2%
21	COc1ccc(OC)c(/C=N/NC(=O)CSc2nnc(C)n2-c2ccccc2)c1	-8	54%[activator]	-2%	1%	-3	?	-5%
22	CC1CC(=O)Nc2ccccc2N1C(=O)CN1CCN(C=O)CC1 (stereo unspecified)	21	9%	19%	-3%	-4	?	2%
23	COc1cc2[nH]c(=O)n(CCC(=O)N3CCc4ccccc4C3)c(=O)c2cc1OC	-16	·	6%	-4%	7	16%	-3%
24	O=C(C(=O)N1CCOCC1)c1cn(Cc2ccccc2)c2ccccc12	-7	-1%	-1%	-2%	-1	?	-10%
25	Cc1cccc(Oc2ccc(NC(=O)C3=CC=CN4CCS(=O)(=O)N=C34)cc2)c1	·	?	10%	·	·	12µM*	-2%

Three compounds from above, arranged by length of the SMILES, largest number first:
#	SMILES	Shiga inhibitor	Pf growth 48h	HCV inhibitor	LmPK inh	CHX counter	Pf growth 96h	Tb PYK inh
11	Cc1cc(Cl)ccc1NC(=O)CN1C(=O)CSc2ccc(S(=O)(=O)N3CCOCC3)cc21	-3	?	-6%	4%	9	?	7%
4	O=C(Nc1cccc(-c2nnc(-c3ccccc3)o2)c1)c1ccco1	11	0%	2%	6%	6	?	-4%
22	CC1CC(=O)Nc2ccccc2N1C(=O)CN1CCN(C=O)CC1 (stereo unspecified)	21	9%	19%	-3%	-4	?	2%

(cont.)
#	SMILES	Shiga inhibitor	Pf growth 48h	HCV inhibitor	LmPK inh	CHX counter	Pf growth 96h	Tb PYK inh
26	COc1ccc(C(=O)Nc2ccc(Oc3nc(C)nc4sc(-c5ccccc5)cc34)cc2)cc1OC	-12	12%	?	2%	-1	-26%	4%
27	CCC(=O)Nc1cccc(C2=NOC3(C2)C[C@@H](C(N)=O)N(C(=O)c2ccc(OC)cc2)C3)c1 (stereo partly specified)	-3	-10%	13%[8.37 µM]	1%	-3	26%	-7%
28	Cc1ccc(NC(=O)COC(=O)C(NS(=O)(=O)c2ccc(Cl)cc2)C(C)O)cc1 (stereo unspecified)	-14	23%	2%	1%	-4	19%	-11%
29	COCc1cc(C)nc(N2CCc3ccccc32)c1C#N	35	-22%	?	4%	5	33%[activator]	-5%
30	O=C(CSc1nnc(-c2ccccc2Cl)o1)Nc1ccccn1	73*	37%[activator]	1%	3%	48*	24%	4%
31	CC(C(=O)NNS(=O)(=O)c1cccc(C(F)(F)F)c1)n1nnc(N2CCOCC2)n1 (stereo unspecified)	-6	2%	12%	2%	-1	3%	-5%
32	CCOc1cc(/C=C2/SC(=S)N(Cc3ccccc3)C2=O)ccc1O	42*	?	?	-3%	16*	-12%	-10%
33	Cc1ccc(NC(=O)CN2C(=O)COc3ccc(S(=O)(=O)N4CCOCC4)cc32)cc1N(C)C	-8	?	11%	-1%	14	-17%	-9%&-1%
34	CC(=O)c1ccc(NC(=O)CSc2nnc3ccc(-c4ccccn4)nn23)cc1	·	50%[activator]	13%	·	·	76%[activator]	3%
35	Cc1cc2ccccn2c1C(=O)c1nc(N2CCOCC2)ncc1Cl	-12	-20%	?	1%	3	?	-2%
36	CCCN(CCC)C(=O)c1oc2ccccc2c1NC(=O)Cc1cccc(OC)c1	-2	?	11µM*	0%	3	16%	8%
37	CCOC(=O)c1c[nH]c(=S)n1C	8	11%	9%	10%	-1	1%	-26%
38	O=C(O)CCCCCNC(=O)c1ccc(C(=O)NCCCCCC(=O)O)cc1	-1	9%	24%	-2%	1	24%	-2%
39	CC(=O)NC1=NC(=O)CS1	-11	-6%	2%	1%	-4	?	1%
40	c1ccc(-n2ncc3c(NCCN4CCCCC4)ncnc32)cc1	66*	122%[activator]	9%	-2%	52*	393%[activator]	2%
41	Cc1c(/C=C(\C#N)c2nn(-c3ccccc3)c(N)c2C#N)c2ccccc2n1Cc1ccc(F)cc1	-5	·	?	-5%	4	1%	2%
42	CCCN1C(=O)C2(C(C(=O)c3ccc(C)o3)=C(O)C(=O)N2CCCN2CCOCC2)c2ccccc21 (stereo unspecified)	-13	3%	24%	1%	-5	0%	-26%
43	O=C(c1ccc2c(c1)OCO2)N1CCC2(CC1)OCCO2	-7	-15%	14%	1%	-5	·	-9%
44	CCOC(=O)/C(=N\Nc1cc(Cl)ccc1Cl)N1CCN(C)CC1	-17	12%	-12%	2%	-2	18%	0%
45	Cc1cccc(NS(=O)(=O)c2ccc(-n3cccn3)cc2)c1C	-3	-14%	?	8%	-1	22%	0%&-2%
46	O=C(ON=C1CCN(S(=O)(=O)c2ccccc2)CC1)c1ccc(F)cc1	24	-21%	7%	-12%	-1	-16%	-1%
47	O=C(CN1CCCCC1)Nc1ccccc1Cl	16	18%	8%	1%	10	15%	3%
48	CC(Sc1nc2ccccc2[nH]1)C(=O)Nc1ccccc1F (stereo unspecified)	23	140%[activator]	3%	1%	5	-24%	2%
49	OCc1nc2ccccc2n1CCc1ccccc1	18	49%[activator]	9%	0%	10	?	-1%
50	CC(=O)c1ccc(OCc2cc(C(=O)N3CCN(c4ccccc4)CC3C)no2)cc1 (stereo unspecified)	53*	6%	22µM*	4%	48*	-5%	0%
51	O=C1C(Cc2ccccc2)Nc2ncnc(N3CCCCC3)c2N1Cc1ccc(Cl)cc1 (stereo unspecified)	·	12µM*	-6%	·	·	12µM*	10%
52	CCCCOc1ncnc2c1[nH]c1ccc(OCC)cc12	9	32%[activator]	11%	0%	12	5%	-5%
53	CCn1cnc2sc(C(=O)Nc3ccccc3OC)c(C)c2c1=O	-6	48%[activator]	11%	4%	-1	24%	1%
54	O=C1CCC(C(=O)NCCN2C(=O)S/C(=C\c3cccnc3)C2=O)=NN1	-23	13%	23%	-6%	-2	4%	-8%
55	CCCCSC(=S)N(C)C1CCS(=O)(=O)C1 (stereo unspecified)	-2	6%	26%	1%	-5	44%[activator]	2%
56	COc1cc(Nc2nc(SCC#N)nc3ccccc23)cc(OC)c1OC	-19	?	-8%	3%	-5	?	-3%
57	Cc1ccc2nc(NC(=O)CSCC(=O)Nc3cc(C)on3)sc2c1	·	222%[activator]	-7%	·	·	179%[activator]	2%
58	C=CCNC(=S)NC(=O)c1oc2ccccc2c1C	35	63%[activator]	6%	1%	32	?	-8%
59	CC1CN(/C=C/C(=O)C(F)(F)F)CC(C)O1 (stereo unspecified)	16	?	12%	1%	6	-19%	-2%
60	CCOc1ccccc1-n1nnnc1SCC(=O)OC	3	14%	24%	2%	10	21%	-10%
61	CCOC(=O)/C=C1\SCC(=O)N1CC(=O)NC1CCCCC1	-6	·	4%	15%	-3	-1%	2%
62	CC1CCN(c2ccc(C(=O)O)cc2N)CC1	-14	35%[activator]	-1%	-9%	25*	3.3µM*	-4%
63	Cc1ccc(NC(=O)CCN2C(=O)c3cccc([N+](=O)[O-])c3C2=O)c(Br)c1	·	29%	10%	2%	2	6%	5%
64	Cc1ccc(S(=O)(=O)NCc2ccccn2)c(C)c1C	-2	19%	0%	3%	-2	14%	-2%
65	CC(c1ccccc1)N(CCC(c1ccccc1)C1CCOC(C)(C)C1)C(=O)c1ccco1 (stereo unspecified)	-14	12µM*	4%	6%	-6	-5%	-3%
66	O=C1CC2(CCN(C(=O)COc3ccc(Cl)cc3)CC2)Oc2ccccc21	·	?	?	·	·	?	-5%
67	C=CCn1c(SCC(=O)c2cc(C)n(Cc3cccs3)c2C)nnc1-c1ccncc1	-7	-24%	-8%	-5%	7	-12%	-4%
68	COc1ccc(CC(=O)NNC(=O)CN(C)S(=O)(=O)c2ccc(Cl)cc2)cc1OC	·	1%	-12%	·	·	?	-1%
69	CCCn1nc(C(=O)NCc2ccc3c(c2)OCO3)c2ccccc2c1=O	-2	453%[activator]	-3%	-4%	1	65%[activator]	-1%
70	CCN1CCN(c2nc3c(C)cccn3c(=O)c2/C=C(\C#N)C(=O)NCCCOC)CC1	-5	21%	0%	-6%	1	18%	3%
71	Cc1cc(N2CC(C(=O)NCc3cccnc3)CC2=O)ccc1C(C)C (stereo unspecified)	-6	-14%	-18%	2%	1	?	0%
72	Fc1ccccc1N1CCN(c2nnnn2-c2ccccc2)CC1	-2	?	14%	-5%	-1	16%	1%
73	CCc1cc2c(=O)c(-c3nc4ccccc4n3C)c(C)oc2cc1OC(C)=O	-8	?	13%	-7%	-1	?	3%

Screening data: PubChem, National Center for Advancing Translational Sciences (NCATS)
